POLK inh: qHTS for Inhibitors of Polymerase Kappa. DNA polymerase kappa (Homo sapiens), Q9UBT6. purified Pol kappa, fluorescent DNA synthesis assay, 10 min. Potency, µM (top dose mostly 107 µM), for inactives: at the top dose activity, negative = inhibition, hits mostly inhibitors. 400,000 compounds, 0.53% hits. AID 588579, 2011; note: potency is the fitted concentration of half-maximal effect; % is set by controls: 0 for no effect and ±100 for the full control effect
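Here, compound and 10 nM enzyme are combined for 15 min at room temperature; adding 50 nM substrate (final) starts DNA synthesis, tracked by fluorescence at 0 and 10 min against buffer-only wells.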
POLB inh: qHTS Assay for Inhibitors of DNA Polymerase Beta | AID 485314, 2010 | Potency, µM (titrated, usually from 114 µM), without a hit: at the top dose activity change, negative = inhibition, usual class: inhibitors | P06746 | 340,000 compounds, 1.3% hits | Pol beta primer extension/strand displacement, fluorescence kinetic; note: potency is the fitted concentration of half-maximal effect; % is set by controls: 0 for no effect and ±100 for the full control effect
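Pol beta (10 nM) was preincubated with compound for 15 min at room temperature. The reaction was then started with 50 nM substrate and read immediately and after a further 10 min at room temperature.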
Pol eta inh: qHTS for Inhibitors of Polymerase Eta. AID 588591, 2011. 390,000 compounds, 1.2% hits. Potency, µM (doses to about 114 µM), for inactives: top-dose activity change, negative = inhibition, hits mostly inhibitors. recombinant Pol eta, fluorescent DNA replication assay; note: potency is the fitted concentration of half-maximal effect; % is set by controls: 0 for no effect and ±100 for the full control effect
Target sequence (Q9Y253 whole entry, looked up): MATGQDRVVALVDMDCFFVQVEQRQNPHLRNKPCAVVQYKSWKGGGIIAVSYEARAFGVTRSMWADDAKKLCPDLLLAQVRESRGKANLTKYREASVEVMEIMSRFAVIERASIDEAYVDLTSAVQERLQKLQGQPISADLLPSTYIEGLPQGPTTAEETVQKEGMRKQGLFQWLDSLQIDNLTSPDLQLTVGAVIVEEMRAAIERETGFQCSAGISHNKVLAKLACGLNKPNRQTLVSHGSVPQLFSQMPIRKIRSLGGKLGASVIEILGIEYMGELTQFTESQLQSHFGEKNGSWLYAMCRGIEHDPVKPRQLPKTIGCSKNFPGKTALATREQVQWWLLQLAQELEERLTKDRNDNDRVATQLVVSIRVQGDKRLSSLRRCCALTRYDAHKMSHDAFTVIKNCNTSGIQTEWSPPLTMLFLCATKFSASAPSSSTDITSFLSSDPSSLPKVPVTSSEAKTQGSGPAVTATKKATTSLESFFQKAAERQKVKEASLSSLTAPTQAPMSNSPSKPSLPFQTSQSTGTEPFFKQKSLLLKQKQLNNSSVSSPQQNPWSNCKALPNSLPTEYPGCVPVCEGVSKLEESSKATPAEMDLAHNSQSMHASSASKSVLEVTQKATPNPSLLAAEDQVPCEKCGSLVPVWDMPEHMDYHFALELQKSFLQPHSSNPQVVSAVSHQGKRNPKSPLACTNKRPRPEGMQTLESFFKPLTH
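Pol eta (10 nM) was preincubated with compounds for 15 min at room temperature, after which fluorescent replication substrate (50 nM final) was added to start the reaction. Fluorescence was read kinetically at 0 and 10 min.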
RGS4 inhibitor: Inhibitors of Regulator of G Protein Signaling (RGS) 4: qHTS; Regulator of G-protein signaling 4 (Homo sapiens), P49798; Transcreener GDP fluorescence polarization, RGS4-accelerated GTP hydrolysis; Potency, µM (top dose mostly 114 µM), for inactives: at the top dose activity change, negative = inhibition, hits mostly inhibitors; 390,000 compounds, 0.039% hits; AID 504845, 2011; note: potency is the fitted concentration of half-maximal effect; % is set by controls: 0 for no effect and ±100 for the full control effect; nearly all actives have a fitted effect of over 75% in size; some results filed as inactive show a strong effect at the top dose
Target sequence (P49798 whole entry, looked up): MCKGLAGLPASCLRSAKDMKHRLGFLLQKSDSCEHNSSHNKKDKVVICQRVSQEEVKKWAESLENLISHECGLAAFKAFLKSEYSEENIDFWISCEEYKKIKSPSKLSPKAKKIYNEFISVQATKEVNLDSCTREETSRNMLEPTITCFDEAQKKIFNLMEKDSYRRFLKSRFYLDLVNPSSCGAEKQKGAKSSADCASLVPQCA
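MLSMR compounds (23 nl, pin-transferred) preincubated 10 min at room temperature with a 500nM (2x) first reagent, then RGS4 at 900nM (2x) plus Transcreener GDP mix added; fluorescence polarization (620/688 nm) read before and after 90 min at 30 °C.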
Apoferritin bind: qHTS Assay for Identification of Novel General Anesthetics. Ferritin light chain (Equus caballus), P02791. Potency, µM (series often up to 77.5 µM), for inactives: at the highest dose activity change, negative = displacement, actives largely listed as inhibitors. 350,000 compounds, 0.074% hits. apoferritin/1-aminoanthracene competitive binding, fluorescence. AID 485281, 2010; note: potency is the fitted concentration of half-maximal effect; % is set by controls: 0 for no effect and ±100 for the full control effect; nearly all actives have a fitted effect of over 20% in size
Target sequence (P02791 2-175 limits assumed): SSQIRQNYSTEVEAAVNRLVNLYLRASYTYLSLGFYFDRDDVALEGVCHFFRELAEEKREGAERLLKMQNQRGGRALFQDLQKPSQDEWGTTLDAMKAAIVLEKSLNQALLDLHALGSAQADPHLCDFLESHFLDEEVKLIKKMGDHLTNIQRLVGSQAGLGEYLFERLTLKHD
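Concentration-response curves derived by four-parameter Hill fitting of normalized fluorescence, where compounds displaced 1-AMA from 10 uM horse apoferritin following a brief 10 min room-temperature incubation; propofol titration acted as positive control.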
12-LOX inh: Primary qHTS assay for inhibitors of human arachidonate 12S-lipoxygenase (ALOX12): Round 2; 580,000 compounds, 1.1% hits; Polyunsaturated fatty acid lipoxygenase ALOX12 (Homo sapiens), P18054; Potency, µM (highest dose often 108 µM), for the others: at the highest dose activity change, negative = inhibition, actives largely listed as inhibitors; purified 12hLO, xylenol orange hydroperoxide absorbance; note: potency is the fitted concentration of half-maximal effect; % is set by controls: 0 for no effect and ±100 for the full control effect
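Purified human 12hLO (150 nM final) in 25 mM Hepes, 0.01% Triton X-100, pH 7.0 was preincubated 15 min at room temperature with compound. Then 40 uM arachidonic acid was added, 30 min. Hydroperoxide was read by Fe-XO absorbance ratio 573/405 nm.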
APEX1 inh: qHTS Assay for Inhibitors of the Human Apurinic/apyrimidinic Endonuclease 1 (APE1). recombinant APE1, TAMRA/BHQ-2 abasic DNA cleavage fluorescence. DNA repair nuclease/redox regulator APEX1 (Homo sapiens), P27695. AID 2517, 2012. 350,000 compounds, 0.35% hits. Potency, µM (top dose mostly 65.8 µM), for inactives: top-dose activity change, negative = inhibition, hits mostly inhibitors;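 note: potency is the fitted concentration of half-maximal effect; plate controls were vehicle for no effect and reference inhibitor for full effect; nearly all actives have a fitted effect of over 55% in size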
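Step 1: APE1 (0.75 nM) with compound, 15 min RT. Step 2: add 50 nM fluorophore/quencher THF duplex. Step 3: three fluorescence reads 60 s apart (525/598 nm); read 3 minus read 1 = reaction progress.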
LDHA block: qHTS assay for inhibitors of human lactate dehydrogenase. L-lactate dehydrogenase A chain (Homo sapiens), P00338. purified LDHA, NADH/diaphorase-resazurin fluorescence; active compounds read low. activity change, % (values are at about 110 or 230 µM). 480,000 compounds, 0.15% hits; in the data active = activity change below about -30%; inconclusive = mostly about -25% to -30%;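 note: plate controls were DMSO wells for no effect and wells without enzyme for full effect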
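Remaining NADH was detected by diaphorase (0.133 mg/mL) converting 37 µM resazurin to fluorescent resorufin, read at 0 and 20 minutes. The preceding 5-minute room-temperature reaction used 2 nM LDHA, 0.2 mM sodium pyruvate and 0.06 mM NADH at pH 7.4.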
ERG Ets-DNA blk: qHTS for Small Molecule Inhibitors of the ERG Ets/DNA interaction. Transcriptional regulator ERG (Homo sapiens), P11308. fluorescence polarization, His-ERG Ets domain / labelled DNA. Potency, µM (series often up to 76.9 µM), for inactives: at the highest dose FP activity, negative = inhibition, actives largely listed as inhibitors. 370,000 compounds, 0.028% hits. AID 624246, 2012; active = well fitted inhibition curve with a large enough effect in the polarisation, with a control signal flat; inconclusive = small, poorly fitted or top-dose-only effect, or effect the other way, or a change in a side signal; inactive = no such curve, though single readings can be large or run the other way; the % refers to the polarisation;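 note: polarization taken with two DNA probes labelled with fluorescein and Texas red; potency is the fitted concentration of half-maximal effect; % of control where 0% means no effect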
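His-tagged ERG Ets domain (1 uM in the protein solution; 300mM KCl, 50mM Tris-HCl, 1mM EDTA, 1mM DTT, pH 7.5) received compound, then a probe mix of 5 nM fluorescein-DNA and 100nM Texas-615-DNA. Fluorescence polarization was read for both dyes.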
* = called active by the depositor; ? = inconclusive; . = not tested or not shown; & = joins results of further samples; [ ] = remark or other dose. Unless noted, calls come from the whole dose curve; as a rule, active = well fitted curve in the direction sought with a large enough effect; inconclusive = small, poorly fitted or top-dose-only effect, or another doubt; inactive = no such curve, though single readings can be large; an effect the other way counts as inactive or inconclusive. The list is partial. The share of hits here may be higher or lower than overall.

SMILES | POLK inh | POLB inh | Pol eta inh | RGS4 inhibitor | Apoferritin bind | 12-LOX inh | APEX1 inh | LDHA block | ERG Ets-DNA blk
O=C(CCCCn1c(=O)c2ccccc2n(CC(=O)Nc2ccc(F)cc2F)c1=O)NCCc1ccccc1 | 12% | -5% | 3% | 7% | -1% | -7% | . | -3 | -3%
CCOc1ccc(-c2c(=O)n(OCc3ccc([N+](=O)[O-])cc3)c3ccccc3[n+]2[O-])c(OCC)c1 | 6% | . | -18% | 5% | . | 3% | . | -4 | 3%
CC(C)Cn1cc(NC(=O)N2CCN(c3ccc(F)cc3)CC2)c2ccccc2c1=O | -6% | 20% | -15% | 19% | -16% | 3% | . | 1 | -2%
O=C(NCc1ccccn1)C1CC(c2ccccc2O)=NO1 (centres undefined) | -7% | 4% | -8% | -2% | -6% | ? | 7% | 1 | -1%
CC(=O)c1ccc(OCc2cc(C(=O)N(C)CCOc3ccc(C)cc3)no2)cc1 | -13% | -29% | -10% | -32% | ? | -7% | 7% | -12 | 3%
CN(c1ccccc1)c1ccc(/C=C(\C#N)c2nnc3n2CCCCC3)cc1[N+](=O)[O-] | -12% | -12%[57.1 µM] | -1% | -46% | ? | -3% | -3% | -2 | -13%
CNc1ccccc1C(=O)OC | -14% | ? | -10% | 19% | 6% | -2% | 18% | -13 | 2%
O=C(O)c1nsc(Cl)c1Cl | -4% | 3% | -10% | -24%[11.4 µM] | -14% | ? | 1% | -6 | 8%
CCCCCC(=O)N/N=C(\C)c1ccc(Cl)cc1 | -6% | 109%[activator] | -7% | 17% | -13% | 11% | 14% | -1 | 4%
COc1ccc(-c2c[n+]3c4n2CCCCC4=C(c2ccccc2)C3)cc1 | -6% | 11µM* | 0% | -1% | 2% | ? | 0% | 1 | 14%
CCOC(=O)C(NC(=O)Nc1ccccc1)(OCC)C(F)(F)F (centres undefined) | -6% | 2% | -9% | -15% | 2% | 19% | 5% | -3 | -1%
CCNC(=O)CSc1nc(-c2ccc(F)cc2)cs1 | 5% | -32% | -11% | -60%[56.9 µM] | -7% | 0% | 18% | 0 | -12%
COC(=O)CC1Nc2ccccc2SC1=O (centres undefined) | -3% | 1% | 5% | 16%[56.9 µM] | ? | -4% | 34%[activator] | -2 | -8%
COc1ccccc1C(=O)NCCC(=O)N1CCN(c2cccc(C(F)(F)F)c2)CC1 | -2% | . | -21% | -26% | . | -16% | 32% | 3 | -4%
CCC/C(=N/Nc1ccc(Cl)cc1)c1cnnc(-c2ccccc2)n1 | -4% | . | ? | -2% | . | . | . | 0 | -5%
CCN(CC)S(=O)(=O)c1ccc(C(=O)OC2CCCCC2CN(C)C)cc1 (centres undefined) | 1% | 0% | -17% | 12% | -20% | -19% | -1% | -5 | -9%
Nc1ncc(-c2ccccc2)n1CC1CCCO1 (centres undefined) | -31% | -4% | -5% | 35% | -19% | 0% | 1% | 1 | 6%
CCC(Oc1ccccc1)C(=O)N(CC)CC(=O)NCc1ccc(F)cc1 (centres undefined) | 3% | . | -18% | -14% | . | 10% | 27% | 5 | -7%
O=c1c2cc(N3CCOCC3)ccc2[nH]c(=S)n1Cc1ccccn1 | -10% | -2% | -11% | ? | 126%[activator] | -12% | 1% | 17 | 0%
NS(=O)(=O)c1ccc(NS(=O)(=O)c2ccc(NC(=S)Nc3ccccc3)cc2)cc1 | -11% | 35% | -15% | -21% | 4% | -25% | 17% | -14 | -1%
CCOc1ccc(C(=O)O[C@H]2[C@H](Cc3ccccc3)NS(=O)(=O)[C@H]3C[C@@H]4C=C[C@]23O4)cc1 | 2% | . | -6% | 5% | . | ? | 31% | 1 | 12%
Cc1cccc(C)c1NC(=O)COC(=O)CNC(=O)C1CCCCC1 | 6% | . | -3% | -1% | . | 86%[activator] | -37% | -4 | -7%
CCc1cc(C(=O)N/N=C/c2ccc(OC)cc2)c2ccccc2n1 | 5% | -1% | -5% | 23% | 0% | -8% | -8% | -10 | -1%
O=C(CC1C(=O)NCCN1Cc1c(F)cccc1Cl)NCc1ccccc1 (centres undefined) | 2% | -14% | -17% | -30% | ? | -14% | 2% | -1 | -3%
Cc1cccc(NC(=O)CSc2nc(-c3ccccc3Cl)nc3c2Cc2c(CO)cnc(C)c2O3)c1C | -13% | 2% | -8% | 5% | -8% | -25% | . | -6 | 0%
CCN(CC)CCC(c1cc(OC)c(OC)c(OC)c1)c1c(OC)cc(OC)c2ccc(=O)oc12 (centres undefined) | 2%&-22% | 9% | -4% | 1%&12% | -2%&-10% | 10% | -3%&-2% | 5 | 7%
C[C@H](CO)N1C[C@H](C)[C@@H](CN(C)C)Oc2c(NC(=O)Cc3ccccc3)cccc2C1=O | -3% | . | 4% | 17% | . | -12% | 3% | -4 | -15%
O=C(Cc1cccc(NC(=O)C2CCN(C(=O)C3CCCC3)CC2)c1)Nc1cccc(C(=O)N2CCCC2)c1 | 15% | . | -12% | -10% | . | -25% | 16% | -3 | 8%
Cn1cc[n+](C)c1COc1ccc(C=O)cc1 | 11% | 5% | -6% | -6% | 1% | 0% | 17% | -2 | 6%
Clc1ccc(-c2noc(CSc3nnc(-c4ccncc4)n3-c3ccccc3)n2)cc1 | -11% | 17% | -7% | -1% | ? | 18% | -5% | 0 | -5%

Random excerpt: 5 records from the list, in no set order.
SMILES | POLK inh | POLB inh | Pol eta inh | RGS4 inhibitor | Apoferritin bind | 12-LOX inh | APEX1 inh | LDHA block | ERG Ets-DNA blk
CC(=O)c1ccc(OCc2cc(C(=O)N(C)CCOc3ccc(C)cc3)no2)cc1 | -13% | -29% | -10% | -32% | ? | -7% | 7% | -12 | 3%
O=C(O)c1nsc(Cl)c1Cl | -4% | 3% | -10% | -24%[11.4 µM] | -14% | ? | 1% | -6 | 8%
Cc1cccc(NC(=O)CSc2nc(-c3ccccc3Cl)nc3c2Cc2c(CO)cnc(C)c2O3)c1C | -13% | 2% | -8% | 5% | -8% | -25% | . | -6 | 0%
CCNC(=O)CSc1nc(-c2ccc(F)cc2)cs1 | 5% | -32% | -11% | -60%[56.9 µM] | -7% | 0% | 18% | 0 | -12%
CC(C)Cn1cc(NC(=O)N2CCN(c3ccc(F)cc3)CC2)c2ccccc2c1=O | -6% | 20% | -15% | 19% | -16% | 3% | . | 1 | -2%

Next section:
SMILES | POLK inh | POLB inh | Pol eta inh | RGS4 inhibitor | Apoferritin bind | 12-LOX inh | APEX1 inh | LDHA block | ERG Ets-DNA blk
Cc1nc2nc(C)c(CCC(=O)NCCCN3CCN(c4cccc(Cl)c4)CC3)c(C)n2n1 | 3%&4% | 15%&21% | -6%&-16% | -17%&10% | -13%&-5% | ? | 2%&10% | -4&-1 | -1%&-16%
COc1ccc(NC(=O)CN(C)C(=O)c2ccccc2OC)cc1 | -2% | 0% | -3% | 8% | -3% | 13% | 15% | -7 | -1%
COc1ccc2c(c1OC)C(=O)OC2c1c(O)nc(SC)n(-c2ccccc2)c1=O (centres undefined) | -5% | 5% | -7% | -6% | -4% | -10% | -2% | -3 | 4%
CN1CCN(C2=Cc3ccccc3Oc3ccc(Cl)cc32)CC1 | ? | . | . | ? | -11% | ? | -2%&-6% | . | .
Oc1ccc(C2=Nn3c(nnc3-c3ccco3)SC2)cc1O | 20µM* | 4µM* | 3.2µM* | -3% | -1% | 7.1µM* | -2% | 14 | -9%
Cc1ccc(N2CCN(S(=O)(=O)c3ccc4c(c3)n(C)c(=O)c(=O)n4C)CC2C)cc1 (centres undefined) | -5% | -8% | 4% | 18% | 1% | 3% | -7% | -5 | .
Cc1ccc(NC(=O)CSc2nnc(C)n2CC2CCCO2)cc1 (centres undefined) | -3% | 11% | -6% | 15%[56.9 µM] | -5% | 5% | 1% | -7 | -5%
Cc1ccc2c(CN3CCN(S(=O)(=O)c4ccccc4C(F)(F)F)CC3)cc(=O)oc2c1 | -14% | . | -5% | 4% | . | 0% | 10% | -6 | 5%
CCOCCCNC(=O)C1CCCN(S(=O)(=O)c2ccc(-n3cnnn3)cc2)C1 (centres undefined) | -11% | 11% | -8% | 8% | -11% | -14% | 26% | -8 | -5%
Cc1ccc(C)c(NC2=C(Cl)C(=O)OC2OC(C)C)c1 (centres undefined) | -8% | 11% | -3% | -16% | -6% | ? | -2% | -11 | 8%
O=C(NN=C1CCCCCCC1)c1ccccn1 | 4% | 26% | -15% | -20% | -7% | 9% | 11% | -13 | 3%
COc1cc(Cl)c(C)cc1NC(=O)CSCc1nc(-c2ccc(OC)c(OC)c2)no1 | -5% | -21% | -28% | -11% | -3% | -19% | . | 6 | -9%

Screens as filed in PubChem BioAssay.
